M4 ag: agonists of human muscarinic M4 receptor (CHRM4) | CHO-K1 hM4/Gqi5, Fluo-8 calcium fluorescence; vehicle 0%, full acetylcholine response 100% | 360,000 compounds, 0.14% hits | P08173 | activation, % at 3 µM;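 active means activation above the run mean over all test wells plus 3 SD, cut at about 32% in these data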;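 further: peak over basal fluorescence ratio per well then scaled between controls; 0% = DMSO wells and 100% = acetylcholine at EC100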
M4 antag: CHRM4 antagonism in calcium assay | P08173 | CHO-hM4 cells, ACh EC80, Fluo-8 calcium fluorescence | inhibition, % at 3 µM | 360,000 compounds, 0.73% hits;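 active means inhibition above its plate's cutoff, the mean inhibition of sample wells plus 3 SD, cut at about 27% in these data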;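 further: 0% = acetylcholine EC80 with DMSO and 100% = DMSO without agonist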
CHRM5 antagonist: antagonists of human muscarinic M5 receptor (CHRM5); AID 624040; CHO-hM5 cells, Fluo-8 calcium fluorescence, ACh EC80; 360,000 compounds, 0.59% hits; P08912; inhibition, % at 3 µM;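 active means inhibition above a per-plate cutoff, the mean of that plate's test compounds plus 3 SD, cut at about 27% in these data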;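 further: 0% = acetylcholine EC80 with DMSO and 100% = DMSO without agonist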
CHRM5 PAM: positive allosteric modulators of human muscarinic M5 receptor; activation, % at 3 µM; 360,000 compounds, 0.3% hits; CHO-K1 hM5, Fluo-8 calcium, ACh EC20 PAM; 0% = ACh EC20, 100% = ACh EC100;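 active means activation above the run cutoff, the mean activation of all test compounds plus 3 SD, cut at about 18% in these data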
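System: CHO-K1 cell line with stable human muscarinic M5 receptor expression | Also added: EC20 acetylcholine as agonist stimulus | Compound: One concentration, 3 µM final (nominal) | Timing: Fluo-8 loading 80 min at 37 °C plus 30 min room temperature | Measured by: Fluo-8 calcium dye fluorescence, kinetic read | Read-out basis: % activation, ACh-normalized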
IDE inh: inhibitors of human insulin-degrading enzyme in cells; P14735; HEK cells, FAbetaB cleavage, fluorescence polarization; inhibition, % at 5.59 µM; 320,000 compounds, 0.41% hits; AID 434962;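 active means percent inhibition above the average of all tested compounds plus 3 SD, set per screening campaign, cut at about 16% in these data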;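 further: IDE supplied by intact live HEK cells; FP after avidin binding of uncleaved biotin substrate so inhibition keeps polarization high; 0% = DMSO wells and 100% = 60 µM reference IDE inhibitor Ii1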
Target sequence (P14735 whole entry, looked up): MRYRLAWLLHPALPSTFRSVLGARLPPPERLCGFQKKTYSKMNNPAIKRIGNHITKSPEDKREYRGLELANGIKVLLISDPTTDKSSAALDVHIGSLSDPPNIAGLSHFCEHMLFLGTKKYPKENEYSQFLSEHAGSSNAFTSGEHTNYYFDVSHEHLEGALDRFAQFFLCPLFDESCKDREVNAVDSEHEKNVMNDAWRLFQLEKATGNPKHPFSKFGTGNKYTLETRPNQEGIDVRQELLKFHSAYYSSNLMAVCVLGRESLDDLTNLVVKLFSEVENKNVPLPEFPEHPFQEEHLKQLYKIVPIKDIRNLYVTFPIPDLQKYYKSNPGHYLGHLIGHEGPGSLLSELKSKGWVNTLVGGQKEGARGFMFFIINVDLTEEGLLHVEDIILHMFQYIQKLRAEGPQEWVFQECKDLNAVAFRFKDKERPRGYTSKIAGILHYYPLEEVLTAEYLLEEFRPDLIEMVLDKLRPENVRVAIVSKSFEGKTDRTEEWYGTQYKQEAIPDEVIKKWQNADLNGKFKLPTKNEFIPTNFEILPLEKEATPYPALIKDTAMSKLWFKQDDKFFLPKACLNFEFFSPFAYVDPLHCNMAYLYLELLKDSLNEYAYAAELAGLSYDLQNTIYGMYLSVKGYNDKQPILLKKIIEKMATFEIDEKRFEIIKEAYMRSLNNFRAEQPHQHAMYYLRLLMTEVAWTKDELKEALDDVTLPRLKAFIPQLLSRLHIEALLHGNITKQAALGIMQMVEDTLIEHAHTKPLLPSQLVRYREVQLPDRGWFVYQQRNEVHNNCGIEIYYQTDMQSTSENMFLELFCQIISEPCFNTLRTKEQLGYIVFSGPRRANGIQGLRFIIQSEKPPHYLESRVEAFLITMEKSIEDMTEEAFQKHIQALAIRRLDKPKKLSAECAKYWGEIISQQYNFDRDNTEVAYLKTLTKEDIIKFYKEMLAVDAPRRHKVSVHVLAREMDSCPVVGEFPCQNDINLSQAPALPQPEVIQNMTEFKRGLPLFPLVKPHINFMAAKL
CHRM4 PAM: CHRM4 positive allosteric modulation. P08173. CHO-K1 hM4/Gqi5, Fluo-8 calcium fluorescence, ACh EC20; 0% = ACh EC20, 100% = maximal ACh. activation, % at 3 µM. 360,000 compounds, 0.4% hits. AID 624126;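 active means activation above its plate's cutoff, the mean activation of sample wells plus 3 SD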; further: some results filed as inactive read as strong as hits
CRFBP-R2 block: antagonists of CRF-binding protein/CRF-R2 receptor complex | inhibition, % at 11.8 µM | AID 588475 | HEK293 CRF-R2/CRF-BP, CRF-induced calcium fluorescence | 350,000 compounds, 0.59% hits;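 active means inhibition of the ligand-induced calcium signal above about 50% at the single tested concentration, limit read from the data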
CRFR2-BP ag: agonists of human CRF-binding protein/CRF-R2 receptor complex | HEK293 CRF-R2/CRF-BP, calcium dye fluorescence (FLIPR); percent of saturating CRF peptide response | activation, % at 13.2 µM | 350,000 compounds, 0.46% hits;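 active means activation of at least 50%, plus an integration ratio under a set limit after plate pattern correction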;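 further: plate controls were neutral control wells without compound for no effect and CRF at EC100 for full effect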
CHRM5 agonist: CHRM5 agonism in calcium assay. P08912. 360,000 compounds, 0.19% hits. activation, % at 3 µM. CHO-K1 hM5 cells, Fluo-8 calcium fluorescence; 0% DMSO wells, 100% maximal acetylcholine response;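 active means activation above the run's mean over test compounds plus 3 SD, cut at about 23% in these data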;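 further: signal is peak over basal fluorescence ratio across the kinetic read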
* hit, by the source's call; . = not tested or not shown.

SMILES	M4 ag	M4 antag	CHRM5 antagonist	CHRM5 PAM	IDE inh	CHRM4 PAM	CRFBP-R2 block	CRFR2-BP ag	CHRM5 agonist
COc1ccc(CC2(C)OC(c3ccncc3)=NN2C(C)=O)cc1 (stereo unspecified)	10.9	-2.6	16.3	-14.0	1.2	-11.3	2.6	-1.2	-1.7
CN1C=CC=C/C1=C(\C#N)c1nc2ccccc2[nH]1	0.3	0.1	5.2	-1.5	-1.4	-3.3	-4.7	-1.3	-6.6
Cc1nnc(SCC(=O)NC2CCCCC2C)s1 (stereo unspecified)	0.5	9.8	-2.6	2.8	-5.3	-7.2	32.1	-0.9	-1.5
CCCOc1ccc(Oc2cc(C)nc(SC)n2)nn1	0.6	-2.2	-0.9	2.0	-2.2	0.0	-1.9	0.8	1.2
CC(C)(C)OC(=O)N/N=C/c1cn(-c2ccccc2)nc1-c1cccnc1	3.9	7.9	16.3	-9.8	0.0	-13.3	5.4	-0.7	-2.0
COc1ccc(N2CC(NC(=O)c3ccc4ccccc4c3)CC2=O)cc1OC (stereo unspecified)	8.8	-1.0	-1.1	3.1	0.8	-1.6	12.3	1.1	2.7
NNC(=O)/C(=C\c1ccc(Br)cc1)NC(=O)c1cccs1	0.7	8.2	3.8	6.5	17.4*	-6.5	12.5	-1.1	-0.5
CC(C)Oc1ccc(/C(O)=C2/C(=O)C(=O)N(CCN3CCNCC3)C2c2ccc(C(C)C)cc2)cc1 (stereo unspecified)	0.3	6.8	5.2	1.9	-6.2	-1.3	1.7	-1.4	-1.0
CC1(C)CC(=O)C(C=NCCN2CCN(C(=O)CCl)CC2)=C(O)C1	0.5	0.6	-1.8	5.3	5.8	2.2	-1.5	-0.3	-0.8
Cc1ccc(NC(=O)CSCC(=O)Nc2cccc(S(=O)(=O)N3CCCCCC3)c2)cc1	4.4	-11.9	4.1	-16.2	-2.3	-0.3	-1.3	-0.6	-0.9
CCOC(=O)CCCCCC(=O)Nc1ccc2c(c1)CC(=O)N([C@H](C)CO)C[C@@H](C)[C@H](CN(C)Cc1ccc3c(c1)OCO3)O2	0.2	-7.2	0.7	-3.9	5.8	-4.2	33.1	-3.4	-1.3
Cc1ccccc1-c1noc(-c2ccccc2C(=O)NCc2ccco2)n1	8.1	10.4	5.8	-10.9	3.0	-6.5	9.2	-1.6	-2.7
CCOC(=O)c1cnc(-c2ccccc2)nc1N	0.3	2.0	-4.7	4.4	-5.7	4.8	-0.1	0.2	3.3
CCCCN1CCCCC1(C)C(=O)NCc1cccc(OC)c1 (stereo unspecified)	-0.8	-7.4	-3.9	-4.8	.	2.3	.	.	2.0
O=C(c1n[nH]c(=O)c2ccccc12)N1CCN(C2c3ccccc3-c3ccccc32)CC1	1.9	-1.5	-1.1	-11.7	6.5	2.4	-15.7	0.5	-9.3
CN(CCC1CCOCC1)C(=O)CC1C(=O)NCCN1CC1CCCCC1 (stereo unspecified)	1.0	-0.6	-13.2	6.4	3.9	2.5	6.6	1.5	1.6
COC(=O)[C@]12CCCCC=C1N(Cc1ccc3c(c1)OCO3)C(=O)[C@H](CC(=O)NCCCCc1ccccc1)C2	13.2	-18.1	2.6	-4.4	.	-1.5	.	.	1.4
CCOc1cc(S(=O)(=O)NCc2cccs2)ccc1Cl	1.9	9.6	-5.9	-4.5	2.6	-1.6	8.5	-0.9	-7.0
CSc1nnc(N2C(=O)C(O)=C(C(=O)c3ccco3)C2c2ccc(F)cc2)s1 (stereo unspecified)	6.3	4.1	4.8	-0.6	15.4	8.0	19.1	12.9	7.8
Cc1csc(NC(=O)C2CCCCC2)n1	-0.1	3.0	-13.4	-5.5	-4.7	0.3	14.2	-2.8	2.3
COc1ccc(C=C2SC(=S)NC2=O)c(OC)c1OC	4.2	0.2	4.7	-28.2	.	-1.4	16.6	0.6	2.2
O=C(O)/C=C\C(=O)Nc1cc(O)ccc1[N+](=O)[O-]	0.7	2.3	11.0	2.2	0.1	2.6	-2.9	-0.2	-2.6
Cc1cc(NC(=O)c2ccc(S(=O)(=O)N(C)C)cc2)n(-c2ccccn2)n1	1.9	3.9	3.9	-4.8	0.6	-6.8	5.8	0.8	-0.6
O=C(Nc1cc2c3c(c1)CC(=O)N3CCC2)c1ccccc1Br	0.9	-0.6	0.3	2.9	0.4	-0.8	10.6	1.6	-0.6
O=C(Nc1ccc(Cl)cc1)N(C1=NCCC1)c1ccc(OC(F)F)cc1	9.2	4.2	27.3*	-10.7	-5.2	-12.9	1.2	10.1	4.8
COc1ccc(-c2ccc(NS(=O)(=O)c3ccc([N+](=O)[O-])cc3)cc2)nn1	4.5	-18.9	1.3	-4.7	4.5	0.0	-2.0	-0.7	4.2
CCOc1ccc(OCCC(=O)OCC(=O)Nc2ccc3c(c2)OCCO3)cc1	3.9	-1.9	6.3	-5.5	-3.7	-5.8	8.9	-0.2	-0.7
COc1ccc(-c2cc(C)no2)cc1S(=O)(=O)N(C)Cc1ccco1	2.9	-4.8	11.3	0.2	-3.4	7.5	-10.8	-0.8	-2.4
CC1CCCC(NC(=O)COC(=O)Cc2ccc(Br)cc2)C1C (stereo unspecified)	0.9	6.8	3.7	7.1	8.5	-1.1	24.3	14.2	-3.3
Cc1cc(C)n(/C(=C/N(C)C)C(=O)c2ccccc2)n1	0.4	-5.6	9.6	1.7	-2.9	3.5	7.5	-1.7	-1.4
C=CCSc1nc(N)c(C#N)c(-c2ccccc2)c1C#N	1.1	6.9	9.6	-5.1	1.2	-5.1	7.6	3.6	-3.2
CC1(C)CC(=O)c2sc(NS(=O)(=O)c3ccc(Cl)cc3)nc2C1	1.6	-1.1	-1.5	3.5	3.7	2.2	12.0	0.7	-0.4
C=CCn1c(C(O)c2ccccc2)nc2ccccc21 (stereo unspecified)	0.6	-0.4	5.1	0.2	-3.1	-2.5	1.3	0.4	4.1
COc1cccc(N2C(=O)Nc3ccc(Br)cc3C2(O)C(=O)NCCN(C)C)c1 (stereo unspecified)	0.5	-1.2	2.4	-0.4	0.1	0.6	-0.5	0.1	-4.6
CC(C)(O)C#Cc1ccc(C(=O)NC(CCCNC(N)=O)C(=O)O)s1 (stereo unspecified)	3.1	-4.2	-6.2	8.4	-5.9	0.7	11.8	-1.9	-1.9
Cc1cccc(C)c1NC(=S)N(C)CCc1ccccn1	0.0	6.3	-3.6	-3.5	1.6	5.8	2.4	-0.7	-0.7
CC(C)[C@H](NC(=O)C1CCN(S(=O)(=O)c2ccccc2)CC1)C(=O)NCc1ccncc1	0.5	5.8	-5.4	10.9	-2.2	0.3	-6.0	1.4	-2.8
Cc1nc2cc(NC(=O)Nc3cccc(F)c3)ccc2n1C	0.6	-6.6	-0.9	-1.7	6.3	3.0	1.3	2.0	0.2
COC(=O)c1cn(NC(=O)c2ccc([N+](=O)[O-])c(C)c2)c(=O)c2ccccc12	0.8	-3.0	-2.9	2.4	1.8	-5.4	-5.0	1.2	-0.9
O=C(c1ccco1)N1CCN(CCOc2ccccc2)CC1	1.9	3.2	14.3	2.9	3.6	-6.1	7.3	-0.4	1.2
O=C(c1ccc(OC2CCN(Cc3ccccc3OC(F)F)CC2)cc1)N1CCCC1	1.8	-7.1	6.9	-8.3	-0.5	-20.4	3.9	-0.2	-9.2
O=C(NNC(=O)C12CC3CC(CC(C3)C1)C2)[C@@H]1C[C@H]1c1ccccc1	2.5	-1.6	1.9	2.3	1.9	3.1	-9.4	0.4	1.6
COc1ccc2cc(CN(CC3CCCO3)C(=O)Nc3ccccc3)c(=O)[nH]c2c1 (stereo unspecified)	5.1	-5.0	1.6	-3.8	-4.1	-2.4	4.7	-0.4	0.9
CC(=O)N1CCCN(Cc2cn(-c3cc(C)ccc3C)nc2-c2ccccc2)CC1	16.8	0.3	18.4	-13.6	-2.7	-6.6	-16.8	-0.7	0.4
CCN1C(=O)c2cccc3c(NC(=O)c4ccccc4)ccc1c23	5.7	-11.5	-3.2	-8.4	6.6	0.0	-3.5	-1.0	0.5

Next section; the last three above are carried over.
SMILES	M4 ag	M4 antag	CHRM5 antagonist	CHRM5 PAM	IDE inh	CHRM4 PAM	CRFBP-R2 block	CRFR2-BP ag	CHRM5 agonist
COc1ccc2cc(CN(CC3CCCO3)C(=O)Nc3ccccc3)c(=O)[nH]c2c1 (stereo unspecified)	5.1	-5.0	1.6	-3.8	-4.1	-2.4	4.7	-0.4	0.9
CC(=O)N1CCCN(Cc2cn(-c3cc(C)ccc3C)nc2-c2ccccc2)CC1	16.8	0.3	18.4	-13.6	-2.7	-6.6	-16.8	-0.7	0.4
CCN1C(=O)c2cccc3c(NC(=O)c4ccccc4)ccc1c23	5.7	-11.5	-3.2	-8.4	6.6	0.0	-3.5	-1.0	0.5
CCn1c(SCC(=O)N2CCC(C)CC2)nc2c(c1=O)SC(C)C2 (stereo unspecified)	-2.1	-6.1	3.7	0.5	0.7	7.2	7.0	-2.5	-1.0
CCc1nc2ccc(C(=O)NCCc3ccccn3)cn2c1N(C)Cc1nccs1	13.8	-20.2	-10.3	0.2	.	-4.9	.	.	1.0
CC1CCC(N(C(=O)c2csnn2)C(C(=O)NC(C)(C)C)c2cccnc2)CC1 (stereo unspecified)	0.7	9.9	7.8	-1.7	-1.1	1.0	-3.0	-1.3	-0.1
Cn1ncc([N+](=O)[O-])c1C(=O)Nc1ccc2c(c1)OCCO2	-0.2	1.2	2.1	4.3	-0.2	-5.0	-2.6	-1.5	-4.0
CCOc1ccc(NC(=O)c2cc3n(n2)C(C(F)(F)F)CC(c2ccco2)N3)cc1 (stereo unspecified)	-0.6	9.7	-0.5	-3.9	-0.2	0.7	-11.3	-4.2	-2.0
Cc1cccc(C(OC(=O)c2ccco2)C(=O)NCc2ccccc2)n1 (stereo unspecified)	2.1	-0.4	-6.4	4.1	-1.4	0.8	2.6	-0.3	1.4
COc1cc([N+](=O)[O-])cc(/C=N/NC(=O)C(O)(c2ccccc2)c2ccccc2)c1O	-2.3	-7.4	1.7	8.0	2.2	-1.5	-4.2	-0.1	-0.4
CC(=O)c1cccc(NS(=O)(=O)c2ccc3c(c2)oc(=O)n3C)c1	3.1	20.1	5.5	-9.1	1.7	2.5	-10.4	-0.2	-0.6
CC1CCN(C(=O)Cn2c(SCC(=O)Nc3nccs3)nc3ccccc32)CC1	6.2	-4.5	14.1	-18.6	-0.2	-14.1	13.7	0.3	0.5
Cc1cc(C)nc(N2CCC(C(=O)NCCc3ccccc3)CC2)n1	0.6	5.4	-3.7	0.1	-0.4	-4.4	-9.4	-0.9	-1.3
N#Cc1c(NC(=O)C2CC(c3ccccc3Cl)=NO2)sc2c1CCC2 (stereo unspecified)	0.5	2.7	-7.8	-0.4	1.8	-0.1	-21.6	5.5	3.5
O=C(OCC(=O)N1CCCCC1)c1ccc2c(c1)C(=O)N(Cc1ccco1)C2=O	2.8	-2.8	4.7	-0.3	-2.6	10.1	-2.2	-2.8	0.1
C/C(=N\NC(=O)C1(C)CC1(Br)Br)c1ccc(C)cc1C (stereo unspecified)	0.0	2.9	18.9	-6.8	-3.0	-4.2	-12.0	0.5	-3.4

Compound activity: PubChem BioAssay, several laboratories

The order is random; 2.9% or so of the library scored in one or more.
